bIAP activator = intestinal alkaline phosphatase (bovine) activation; purified bovine IAP, CDP-star luminescence, 30 min; hits give high values; fold of DMSO-control signal, blank-subtracted; activation factor at 20 µM; actives 0.17% (n = 200,000);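 active means activation factor of 2 or more at 20 µM, a signal rise over negative controls twice the positive control's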
PPARg SRC-2 ag = PPARgamma-driven SRC-2 recruitment agonism; P37231; PPARgamma LBD-SRC-2 recruitment, biochemical; activation, % at 8 µM; actives 0.34% (n = 200,000); in the data active means activation above about 22%;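 further: 0% = vehicle and 100% = reference agonist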
STAT3 act = activators of IL-6 induced STAT3 signaling. AID 871. U3A cells, IL-6 STAT3-luciferase reporter, luminescence; 100% = signal with IL-6 EC80 alone. activation (% of control), % at 5.6 µM. actives 0.91% (n = 190,000);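 active means activation above the screen-wide mean of compound activation plus 3 SD, cut at about 130% in these data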;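 further: 0% = background luminescence of wells with medium and substrate only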
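system = STAT3-luciferase reporter U3A cells | reagent = IL-6 stimulus at 33 ng/mL final | timing = 1 h compound pre-exposure, 6 h IL-6 stimulation, 37 °C | measured by = luminescence | evaluation = % activation versus median of IL-6-stimulated wells | control set = IL-6-only wells as 100% reference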
TNAP act hi DEA = activators of human TNAP at high phosphate acceptor concentration | AID 1136 | 200,000 tested, under 10 active | purified TNAP, CDP-star luminescence, 1 M DEA, 30 min; hits give high values; 0 = EDTA background, 1 = DMSO-only activity | P05186 | activation factor at 20 µM;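 active means activation factor at least 2 at 20 µM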
Target sequence (P05186 whole entry, looked up): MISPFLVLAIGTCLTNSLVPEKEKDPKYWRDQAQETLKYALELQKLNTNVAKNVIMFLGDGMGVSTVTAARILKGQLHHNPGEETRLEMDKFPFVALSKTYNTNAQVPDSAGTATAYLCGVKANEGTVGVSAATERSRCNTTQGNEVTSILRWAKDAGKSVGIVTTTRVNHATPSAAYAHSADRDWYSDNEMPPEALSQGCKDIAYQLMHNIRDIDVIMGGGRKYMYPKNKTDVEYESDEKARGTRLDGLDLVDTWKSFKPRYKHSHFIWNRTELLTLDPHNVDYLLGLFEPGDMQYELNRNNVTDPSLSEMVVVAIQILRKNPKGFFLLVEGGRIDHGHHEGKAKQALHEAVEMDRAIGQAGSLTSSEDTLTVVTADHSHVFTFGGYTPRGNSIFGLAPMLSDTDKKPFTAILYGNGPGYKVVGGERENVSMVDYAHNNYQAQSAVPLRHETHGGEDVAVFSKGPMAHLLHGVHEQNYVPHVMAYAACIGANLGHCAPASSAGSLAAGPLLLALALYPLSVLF
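Measured by: Luminescent substrate turnover signal | Test system: Human TNAP | Input: TNAP 1/800 final | Dosing: 20 µM single point | Schedule: 30 min, room temperature | Controls: EDTA wells as negative control, DMSO wells as positive control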
PPARg SRC3 recr = agonists of human PPARgamma SRC-3 coactivator recruitment | P37231 | biochemical PPARgamma/SRC-3 coactivator recruitment assay | activation, % at 8 µM | actives 0.26% (n = 200,000) | AID 731; in the data active means activation above about 23%;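 further: 0% = DMSO and 100% = reference agonist; some compounds past the cut are filed as inactive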
STAT3 inh = reduces IL-6 driven STAT3 reporter signal | AID 862 | U3A cells, IL-6 STAT3-luciferase reporter, luminescence; host cell line lacks STAT1 | inhibition, % at 5.5 µM | actives 0.89% (n = 190,000);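 active means inhibition above the mean inhibition across all screened compounds plus 3 SD, cut at about 44% in these data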;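 further: 0% = DMSO only wells and 100% = 100 µM nifuroxazide control wells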
bIAP inhibitor = blocks bovine intestinal alkaline phosphatase activity; purified bovine IAP, CDP-star luminescence, 30 min; inhibition, % at 20 µM; 190,000 tested, under 10 active;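 active means over 50% inhibition of intestinal alkaline phosphatase at 20 µM in the single-dose screen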
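Incubation: 30 min reaction at room temperature / Material: purified bovine intestinal alkaline phosphatase (IAP) enzyme / Input: enzyme at 1/65,000,000 dilution / Dosing: 20 µM single dose / Signal: CDP-star luminescence signal / Reagent: CDP-star chemiluminescent phosphatase substrate, 30 µM final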
STAT1 inh = STAT1 signaling inhibition; AID 920; NIH 3T3 STAT1-luciferase reporter, IFN-gamma, luminescence; actives 0.35% (n = 200,000); inhibition, % at 5.5 µM;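 active means inhibition above a set limit, the mean inhibition across all tested compounds plus 3 SD, cut at about 34% in these data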;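 further: 0% = IFN-gamma with DMSO and 100% = IFN-gamma with 300 µM nifuroxazide; values of inactives mirror those of a sister screen read the other way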
PPARg SRC-1 ag = promotes SRC-1 coactivator recruitment by human PPARgamma; P37231; PPARgamma-SRC-1 coactivator recruitment biochemical assay; activation, % at 8 µM; actives 0.41% (n = 200,000); in the data active means activation above about 19%;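 further: 0% = DMSO and 100% = reference agonist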
SRC2 TRFRET art = counter-screen for PPARgamma SRC-2 recruitment agonists: TR-FRET artefact; TR-FRET ratio at 8 µM; actives 0.4% (n = 200,000); hits give high values; in the data active means TR-FRET ratio above about 2000; further: inactives centre near 1500
ROMK primary = human ROMK K+ channel modulation, primary screen; P48048; AID 1918; actives 2% (n = 130,000); B-score at 10 µM; Tet-inducible ROMK, thallium flux fluorescence; actives lie on both sides;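 active means signal ratio slope over the read window, or its plate-corrected B-score, at least 3 SD from the plate mean, either direction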;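 further: B-score of the F/F0 ratio slope over 7 to 12 s after thallium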
Target sequence (P48048 whole entry, looked up): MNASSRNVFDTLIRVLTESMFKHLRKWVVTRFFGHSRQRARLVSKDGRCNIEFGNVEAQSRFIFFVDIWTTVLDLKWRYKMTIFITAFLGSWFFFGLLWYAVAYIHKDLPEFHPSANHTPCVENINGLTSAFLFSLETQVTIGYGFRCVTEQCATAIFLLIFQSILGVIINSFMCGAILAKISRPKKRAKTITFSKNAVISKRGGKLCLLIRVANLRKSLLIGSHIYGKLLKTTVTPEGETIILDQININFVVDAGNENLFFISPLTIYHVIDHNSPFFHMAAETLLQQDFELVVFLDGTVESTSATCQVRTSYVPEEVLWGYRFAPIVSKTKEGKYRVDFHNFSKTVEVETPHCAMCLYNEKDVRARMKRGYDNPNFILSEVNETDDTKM
The depositor's hits bear a star; / = not tested or not shown.

SMILES	bIAP activator	PPARg SRC-2 ag	STAT3 act	TNAP act hi DEA	PPARg SRC3 recr	STAT3 inh	bIAP inhibitor	STAT1 inh	PPARg SRC-1 ag	SRC2 TRFRET art	ROMK primary
COc1ccc2oc(=O)c(C(=O)N3CCCc4ccccc43)cc2c1	0.8	-3	100	1	2	0	19	3	-2	1548	0.14
O=C(NCCCn1ccnc1)C(Cc1ccccc1)N1C(=O)c2ccccc2C1=O (stereo unspecified)	0.9	2	104	1	2	1	6	0	2	1647	-0.26
CNc1nc(-c2ccc3c(c2)CCN3C(=O)c2ccccc2F)c(C)s1	1	9	86	0.9	6	22	-3	-7	10	1732	-0.18
O=S(=O)(NCc1ccccc1F)NCc1ccccc1F	1.1	4	98	1.1	3	6	-13	-5	6	1499	/
c1ccc(-n2c(SCc3ccncc3)nnc2-c2ccco2)cc1	1	-1	114	1.1	16	-11	5	-8	8	1508	0.15
O=S(=O)(c1ccc2c(c1)OCCO2)N1CCN(c2nc(-c3cccnc3)nc3ccccc23)CC1	1	3	101	1.1	2	4	-1	-5	5	1525	-0.72
Cc1ccccc1OCc1nnc(SCC(=O)Nc2ccc(N3CCOCC3)c(Cl)c2)n1C	1	3	105	1	-2	-6	1	-2	2	1606	-1
O=c1[nH]c(=O)n(Cc2ccccc2)c2c1C(C(F)(F)F)(C(F)(F)F)N=C(c1ccco1)N2	1	3	95	1	1	10	-5	0	-1	1584	/
CN(C)c1nc2n(c(=O)n1)CCS2	1	6	104	1	3	-8	-3	1	-1	1406	0.22
Clc1cccc(Cl)c1Cn1nnc(-c2cccs2)n1	1	6	99	1	10	4	-3	-27	10	1367	/
N#CCSc1nnc(COc2ccccc2)n1-c1ccccc1	1	4	98	1	-4	4	-3	-4	2	1521	/
Cc1cccc(C)c1OCc1nnc(SCC(=O)NCc2ccccc2)o1	0.9	7	100	1.1	18	5	12	-1	3	1597	/
CSCCC(NC(=O)c1ccc(Br)cc1)C(=O)O (stereo unspecified)	1	-7	107	1	0	-8	-1	2	0	1609	-0.14
O=[N+]([O-])c1cccc(/C=N/Nc2nc(NCc3ccccc3)nc(N3CCOCC3)n2)c1	0.9	1	97	1	0	2	8	-10	1	1517	0.047
CCOC(=O)N1CCC(NC(=O)c2cccc3c2C(=O)N(Cc2cccnc2)C3)CC1	1	11	97	1	-1	10	2	17	-6	1461	/
c1ccc(Cc2nnc3n2N=C(c2ccccc2)CS3)cc1	1	0	101	1	-2	1	2	0	4	1597	1
CC(C(=O)NN=C(c1ccccc1)c1ccccc1)N1CCCC1 (stereo unspecified)	1	-9	101	1.1	-6	6	-1	3	-9	1495	1.5
COc1ccccc1N(C)S(=O)(=O)c1ccc(C(=O)OCC(=O)Nc2ccccc2F)cc1	1.1	0	106	1.1	-5	-6	-9	3	-1	1527	0.8
CC1(C)CC(=O)N(CC(=O)N2CCN(c3ncccn3)CC2)c2ccccc2S1(=O)=O	0.9	-1	95	1	2	6	6	3	0	1700	/
COC(=O)Cn1c(C(F)(F)F)nc2ccccc21	1.1	9	93	1	8	10	-6	-5	2	1640	/
CCN1CCN(C(=S)c2ccc(Cl)cc2)CC1	1	4	97	1	18	9	2	-2	3	1556	1.5
Cc1ccc(-c2cc(C(=O)NN3CCOCC3)c3cc(Br)ccc3n2)o1	1.1	8	97	1	4	8	-11	3	1	1685	-1
N#Cc1ccc(CSc2nnc(Nc3ccccc3)s2)cc1	1	6	95	1.1	11	11	4	3	-4	1615	/
CSc1ncc(CN2CCN(C(C)C)C(CCO)C2)cn1 (stereo unspecified)	1	-10	108	1	-3	3	4	-4	1	1644	0.43
COc1ccccc1-c1cc(SC)c(C#N)c(=O)o1	0.9	5	104	1	4	-2	6	-37	4	1375	-2.2

(cont.)
SMILES	bIAP activator	PPARg SRC-2 ag	STAT3 act	TNAP act hi DEA	PPARg SRC3 recr	STAT3 inh	bIAP inhibitor	STAT1 inh	PPARg SRC-1 ag	SRC2 TRFRET art	ROMK primary
O=c1o[nH]c(-c2ccccc2)c1C=Nc1ccc(Cl)cc1	1.1	5	106	1	2	0	-8	-4	8	1573	1.5
O=c1oc2c3c4c(cc2c2c1CCC2)OCCN4CCC3	1.1	5	91	1.1	15	12	-12	1	5	1634	-3.3
COc1ccc(CN2CCN(C(=O)C3CC(=O)N(C4CCCCCC4)C3)CC2)c(OC)c1OC (stereo unspecified)	1.1	1	79	1	-3	31	-11	7	-1	1605	-1
CC1CCc2sc3nc(NCc4ccco4)n4ncnc4c3c2C1 (stereo unspecified)	1	4	100	1	8	2	-1	-2	16	1757	0.48
Cc1ccc(CCCOC(=O)CN2CCCCC2)cc1	1.1	5	97	1	6	5	-7	0	9	1639	/
O=C(Nc1ccc(Cl)c(Cl)c1)Nc1nnc(CC2=CCCCC2)s1	0.8	-7	99	1	-1	0	22	-9	0	1602	/
O=C(CNC(=O)c1ccccc1)N/N=C/c1ccc([N+](=O)[O-])s1	0.8	13	99	0.9	4	12	17	-3	-6	1525	-1.1
COc1ccc(C(=O)NNC(=O)CCn2nnc(-c3ccc(Cl)cc3)n2)cc1OC	1.1	1	100	1.1	7	4	-14	2	-4	1463	0.9
CCCC(=NCc1ccccc1)C1=C(O)C(C(=O)OC)C(C)(C)CC1=O (stereo unspecified)	1.2	5	95	1	5	11	-18	3	0	1495	0.056
CC(=O)Nc1cccc(C(=O)OCC(=O)NC(C)c2ccc(F)cc2)c1 (stereo unspecified)	1	1	99	1.1	2	3	-3	4	0	1733	-0.27
COc1ccc(-c2nc3nc(C)cc(=O)n3[nH]2)cc1	0.9	5	98	1	7	3	9	6	1	1585	0.057
Clc1ccc(-c2csc(N/N=C/c3cccnc3)n2)c(Cl)c1	0.9	0	79	1	-4	27	6	-5	0	1461	0.21
Cc1ccc2oc3nc(C)c(C(=O)Nc4cccc(C(F)(F)F)c4)cc3c(=O)c2c1	1	4	94	1	-4	9	-1	2	18	1648	/
Cc1nn(C)cc1CNC(=O)Nc1cccc(Cl)c1	1.1	7	108	1	-2	-3	-7	-20	-1	1551	1.7
Cc1ccc(C)c(C2=CSC3=NCCN23)c1	1	10	129	1.1	1	-23	1	15	6	1545	/
CCc1nnc(NC(=O)OCc2ccccc2)s1	0.9	18	106	1.1	-2	-4	5	-14	0	1632	-0.093
O=C(NC1CCCC1)C(c1cc2c(cc1[N+](=O)[O-])OCO2)N1CCCC1 (stereo unspecified)	1	3	101	1	4	0	-1	-10	10	1605	-0.016
COc1ccc(C)cc1NC(=O)CN(Cc1nnc(-c2ccc(Cl)cc2)o1)C1CCCC1	1	-1	104	1	2	-1	-4	-2	5	1557	/
Cc1cccc(-n2nnnc2SCC(=O)c2cc(C)n(Cc3ccco3)c2C)c1	0.9	11	102	1	0	6	12	-3	6	1553	-0.58
CC1(C)NC(=O)N(CCOCCOc2ccccc2)C1=O	1	8	98	1	-3	8	1	-6	-4	1419	-0.67
Cc1ccc(NC(=O)CSc2nc3[nH]ncc3c(=O)[nH]2)cc1	1.1	3	102	1	12	3	-10	-8	13	1704	-0.14
COc1ccc(-c2ccccc2)cc1NCc1ccccc1C	1	3	109	1	2	-9	3	-3	-3	1463	1.2
CCCC(=O)c1ccc(N2CCCCC2)c(F)c1	1	3	102	1	6	5	-1	-34	-2	1481	-0.6
Cc1c(O)c(=O)ccn1Cc1ccccc1	0.9	7	103	1	3	-6	10	-7	6	1488	0.58
Cc1cc(N2CCOCC2)ccc1/C=C1\NC(=O)N(Cc2ccccc2)C1=O	0.9	1	83	1	10	24	6	14	0	1638	0.043
CCN(CC)CCCNC(=O)c1ccccc1C	0.9	1	99	1.1	-4	6	8	-4	10	1750	/
CCOC(=O)c1c(NC(=O)CN2CCOCC2)sc2c1CCCC2	1.1	10	99	1.1	0	7	-12	-4	4	1302	-1
C/C(=C\c1ccccc1)C1NC(=O)c2c(sc3c2CCCC3)N1 (stereo unspecified)	0.9	6	100	0.9	7	-2	14	2	10	1578	0.63
COc1ccc(COCC(O)CN(Cc2ccco2)Cc2ccccc2O)cc1 (stereo unspecified)	0.9	3	101	1.1	4	-3	10	1	7	1634	-0.66
CCOC(=O)Cc1csc(NC(=O)CSc2nnc(-c3ccncc3)o2)n1	1	3	90	1	6	16	-2	-9	11	1559	1.8

Shown with two lines to a compound: part of the list above.
The line under a structure holds: bIAP activator | PPARg SRC-2 ag | STAT3 act | TNAP act hi DEA | PPARg SRC3 recr | STAT3 inh | bIAP inhibitor | STAT1 inh | PPARg SRC-1 ag | SRC2 TRFRET art | ROMK primary
- COc1ccc(-c2ccccc2)cc1NCc1ccccc1C
→ 1 | 3 | 109 | 1 | 2 | -9 | 3 | -3 | -3 | 1463 | 1.2
- CCCC(=O)c1ccc(N2CCCCC2)c(F)c1
→ 1 | 3 | 102 | 1 | 6 | 5 | -1 | -34 | -2 | 1481 | -0.6
- Cc1c(O)c(=O)ccn1Cc1ccccc1
→ 0.9 | 7 | 103 | 1 | 3 | -6 | 10 | -7 | 6 | 1488 | 0.58
- Cc1cc(N2CCOCC2)ccc1/C=C1\NC(=O)N(Cc2ccccc2)C1=O
→ 0.9 | 1 | 83 | 1 | 10 | 24 | 6 | 14 | 0 | 1638 | 0.043
- CCN(CC)CCCNC(=O)c1ccccc1C
→ 0.9 | 1 | 99 | 1.1 | -4 | 6 | 8 | -4 | 10 | 1750 | /
- CCOC(=O)c1c(NC(=O)CN2CCOCC2)sc2c1CCCC2
→ 1.1 | 10 | 99 | 1.1 | 0 | 7 | -12 | -4 | 4 | 1302 | -1
- C/C(=C\c1ccccc1)C1NC(=O)c2c(sc3c2CCCC3)N1 (stereo unspecified)
→ 0.9 | 6 | 100 | 0.9 | 7 | -2 | 14 | 2 | 10 | 1578 | 0.63
- COc1ccc(COCC(O)CN(Cc2ccco2)Cc2ccccc2O)cc1 (stereo unspecified)
→ 0.9 | 3 | 101 | 1.1 | 4 | -3 | 10 | 1 | 7 | 1634 | -0.66
- CCOC(=O)Cc1csc(NC(=O)CSc2nnc(-c3ccncc3)o2)n1
→ 1 | 3 | 90 | 1 | 6 | 16 | -2 | -9 | 11 | 1559 | 1.8

A draw from above in order of length of the SMILES, ascending.
SMILES	bIAP activator	PPARg SRC-2 ag	STAT3 act	TNAP act hi DEA	PPARg SRC3 recr	STAT3 inh	bIAP inhibitor	STAT1 inh	PPARg SRC-1 ag	SRC2 TRFRET art	ROMK primary
O=c1o[nH]c(-c2ccccc2)c1C=Nc1ccc(Cl)cc1	1.1	5	106	1	2	0	-8	-4	8	1573	1.5
CCCC(=NCc1ccccc1)C1=C(O)C(C(=O)OC)C(C)(C)CC1=O (stereo unspecified)	1.2	5	95	1	5	11	-18	3	0	1495	0.056
COc1ccc(CN2CCN(C(=O)C3CC(=O)N(C4CCCCCC4)C3)CC2)c(OC)c1OC (stereo unspecified)	1.1	1	79	1	-3	31	-11	7	-1	1605	-1

Screening data deposited in PubChem BioAssay by several laboratories.
